# Screening results from PubChem BioAssay.
# ASAP1 inh – inhibitors of human ASAP1 ArfGAP activity, primary screen, biochemical, fluorescence polarization; Arf-GAP with SH3 domain, ANK repeat and PH domain-containing protein 1 (Homo sapiens), …; ASAP1-stimulated ARF1 GTP hydrolysis, GDP FP detection; inhibition, % at 16.5 µM; 360,000 compounds, 0.19% hits; in the data active = inhibition above about 25%;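 also: 0% = vehicle with enzyme and substrate and 100% = no enzyme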
# Tn6 DDE FP – inhibitors of Tn6 peptide binding to fibrin DD(E), primary screen, biochemical, fluorescence polarization, human fibrin, Tn6 probe | Fibrinogen beta chain (Homo sapiens), P02675 | Fibrin DD(E) TRITC-Tn6 fluorescence polarization displacement | inhibition, % at 8.3 µM | 370,000 compounds, 0.21% hits;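 active = inhibition above a per-campaign cutoff: mean of compounds within control limits plus 3 SD, cut at about 15% in these data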;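 also: 0% = median of all compound wells on the plate and 100% = blocking peptide control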
# Target sequence (P02675 whole entry, looked up): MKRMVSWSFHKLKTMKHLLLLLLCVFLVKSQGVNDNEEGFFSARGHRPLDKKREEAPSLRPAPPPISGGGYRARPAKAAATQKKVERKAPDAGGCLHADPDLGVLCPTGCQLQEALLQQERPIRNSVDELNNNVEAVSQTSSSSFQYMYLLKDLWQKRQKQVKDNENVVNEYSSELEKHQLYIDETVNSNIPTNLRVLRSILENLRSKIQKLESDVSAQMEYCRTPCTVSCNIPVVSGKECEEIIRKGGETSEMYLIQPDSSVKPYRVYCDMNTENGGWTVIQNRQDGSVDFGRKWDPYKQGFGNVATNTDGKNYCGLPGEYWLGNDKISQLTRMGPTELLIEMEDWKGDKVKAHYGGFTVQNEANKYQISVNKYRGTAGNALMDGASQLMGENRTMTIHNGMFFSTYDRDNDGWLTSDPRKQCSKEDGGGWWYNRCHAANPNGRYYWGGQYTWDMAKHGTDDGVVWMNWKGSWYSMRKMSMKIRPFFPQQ
# Tn7 DDE FP – inhibitors of Tn7 peptide binding to fibrin DD(E), primary screen, biochemical, fluorescence polarization, human fibrin, Tn7 probe | inhibition, % at 8.3 µM | 370,000 compounds, 0.13% hits | FP displacement of FITC-Tn7 peptide from fibrin DD(E); 0% = median of compound wells per plate | AID 720508, 2013;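 active = inhibition above the mean of compounds falling within the control limits plus 3 SD of them, cut at about 14% in these data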;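 also: 0% = plate median of compound wells and 100% = 10 µM Aha-Tn7 peptide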
#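 Test system – human fibrin DD(E) · Times – 10 min preincubation, 3 h with tracer, room temperature · Detection – fluorescence polarization of the labelled Tn7 tracer · Measure – percent inhibition normalized to high-control wells · Benchmarks – high control wells with 10 µM unlabelled Aha-Tn7 peptide (full inhibition) · Repeats – singlicate testing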
# ADAM17 inh – ADAM17 inhibitors, primary screen, biochemical, QFRET. recombinant ADAM17, EDANS/DABCYL FRET peptide cleavage. 370,000 compounds, 0.83% hits. Disintegrin and metalloproteinase domain-containing protein 17 (Homo sapiens), P78536. inhibition, % at 6.95 µM;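 active = inhibition above the mean of compounds lying between control limits plus 3 SD, set per campaign, cut at about 8.5% in these data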;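 also: 0% = DMSO-only wells as the low control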
# SIAE primary – human SIAE inhibitors, primary screen, biochemical, fluorescence polarization, FP-Rh probe, 1536-well HTS | Sialate O-acetylesterase (Homo sapiens), Q9HAT2 | SIAE FP-Rh probe binding | inhibition, % at 9.66 µM | 370,000 compounds, 0.69% hits | AID 1053197, 2014;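 active = inhibition above a cutoff: mean of compounds within the control limits plus 3 SD of those, cut at about 17% in these data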;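 also: 0% = plate median of compound wells and 100% = probe without SIAE protein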
# PLCb3 inh – human PLC-beta3 inhibitors, primary screen, biochemical, fluorescence; inhibition, % at 12.2 µM; 1-phosphatidylinositol 4,5-bisphosphate phosphodiesterase beta-3 (Homo sapiens), Q01970; AID 720704, 2013; 370,000 compounds, 0.18% hits; Purified PLC-beta3, fluorogenic substrate; in the data active = inhibition above about 11%;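 also: 0% = median of compound wells on plate and 100% = full blocker control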
# TDP2 absorb – human TDP2 enzyme inhibitors, primary screen, biochemical, epi absorbance, recombinant enzyme. Tyrosyl-DNA phosphodiesterase 2 (Homo sapiens), O95551. T5PNP hydrolysis, p-nitrophenol absorbance 415 nm. inhibition, % at 12.8 µM. 370,000 compounds, 0.34% hits;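 active = inhibition above the mean of all tested compounds plus 3 SD, set per campaign, cut at about 25% in these data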;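 also: 0% = DMSO with enzyme and 100% = buffer with substrate but no TDP2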
#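 Read-out basis: percent inhibition. System: recombinant human TDP2. Buffer or medium: Mg2+-containing Tris-HCl buffer, pH 7.5. Repeats: single replicate. Timing: reaction 2 h, 37 °C. Benchmarks: high control without enzyme, low control DMSO plus TDP2. Probe or stimulus: 5 mM T5PNP. Doses: 12.8 µM only. Measured by: epi absorbance of p-nitrophenol freed from T5PNP by hydrolysis.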
# ADAM10 inh – human ADAM10 inhibitors, primary screen, biochemical, QFRET, HTS; Disintegrin and metalloproteinase domain-containing protein 10 (Homo sapiens), O14672; recombinant ADAM10, EDANS/DABCYL FRET peptide cleavage, 3 h; inhibition, % at 7 µM; 370,000 compounds, 0.62% hits;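 active = inhibition above a per-campaign cutoff equal to the mean of compounds falling between control-based bounds plus 3 SD, cut at about 20% in these data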;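 also: 0% = DMSO wells while the 100% control is not disclosed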
# Target sequence (O14672 214-748 limits assumed): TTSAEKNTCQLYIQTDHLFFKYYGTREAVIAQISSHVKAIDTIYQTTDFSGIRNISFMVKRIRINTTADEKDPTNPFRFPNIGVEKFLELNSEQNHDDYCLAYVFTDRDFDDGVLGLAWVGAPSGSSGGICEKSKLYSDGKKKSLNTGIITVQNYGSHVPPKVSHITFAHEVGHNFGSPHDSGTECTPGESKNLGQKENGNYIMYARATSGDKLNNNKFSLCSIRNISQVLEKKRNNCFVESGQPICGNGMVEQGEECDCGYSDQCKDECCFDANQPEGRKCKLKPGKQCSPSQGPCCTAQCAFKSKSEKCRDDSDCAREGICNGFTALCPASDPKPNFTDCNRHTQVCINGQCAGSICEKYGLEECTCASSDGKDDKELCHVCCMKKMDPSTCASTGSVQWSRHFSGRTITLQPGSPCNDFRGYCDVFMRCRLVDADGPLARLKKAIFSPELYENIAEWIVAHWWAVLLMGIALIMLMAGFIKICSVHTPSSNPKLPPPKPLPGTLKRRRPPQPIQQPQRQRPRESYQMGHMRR
# PLCg1 inh – PLC-gamma1 enzyme inhibitors, primary screen, biochemical, fluorescence, purified enzyme | 370,000 compounds, 0.84% hits | inhibition, % at 12.2 µM | fluorogenic substrate | 1-phosphatidylinositol 4,5-bisphosphate phosphodiesterase gamma-1 (Homo sapiens), P19174; in the data active = inhibition above about 9.5%
# ARFGAP1 inh – inhibitors of rat ARFGAP1 GAP activity, primary screen, biochemical, fluorescence polarization, GDP tracer. ADP-ribosylation factor GTPase-activating protein 1 (Rattus norvegicus), Q62848. 360,000 compounds, 0.26% hits. Arfgap1-stimulated ARF1 GTP hydrolysis, GDP FP detection. inhibition, % at 16.5 µM. AID 651572, 2012;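 active = inhibition above a per-plate limit, mean inhibition of low control wells plus 3 SD, cut at about 25% in these data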;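 also: 0% = DMSO wells with enzyme and 100% = wells lacking Arfgap1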
#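 Material – truncated rat Arfgap1 GAP domain · Buffer or medium – HEPES-based buffer, pH 7.5 · Reagent – human ARF1(Δ1-17)-GTP substrate · Dosing – 16.5 µM single point, 1.26% DMSO · Schedule – GTP hydrolysis reaction 2 h at 25 °C · Technique – GDP detection by fluorescence polarization · Benchmarks – No-Arfgap1 wells (100%) versus DMSO full-reaction wells (0%) · Repeats – single replicate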
# Numbers without * were called inactive; . = no result given.
# Second line of a record – ASAP1 inh	Tn6 DDE FP	Tn7 DDE FP	ADAM17 inh	SIAE primary	PLCb3 inh	TDP2 absorb	ADAM10 inh	PLCg1 inh	ARFGAP1 inh
1	O=C(CCCOc1ccc(Cl)cc1)NCCc1ccccc1
→ 5	-2	2	-4	-8	-8	3	-2	0	2
2	CC(=O)c1cccc(NC(=O)N2CCCC2C(=O)NCc2ccc(F)cc2)c1 (configuration not stated)
→ 13	5	5	-3	-2	-1	11	5	-1	3
3	CCOC(=O)c1ccc(NC(=O)CN2C(=O)NC3(CCC(C)CC3)C2=O)cc1 (configuration not stated)
→ 4	2	-7	4	-6	3	-6	7	4	0
4	COCCNC(=O)C(c1cccs1)N(C(=O)Cn1nnc2ccccc21)c1cccc(C)c1 (configuration not stated)
→ 6	4	2	-4	-7	-2	-13	-2	-2	1
5	CCc1c(C)sc(NC(=O)CCc2ccc(OC)cc2)c1C(N)=O
→ -1	-7	2	3	-7	-6	5	8	-1	-1
6	COc1ccc(NC(=O)CC(c2ccc(F)cc2)c2ccc(OC)cc2)cc1 (configuration not stated)
→ -1	6	-7	1	-1	3	9	-1	1	-9
7	CCOC(=O)C1CCCN(C(=O)c2ccc3c(=O)n(CCOC)c(=S)[nH]c3c2)C1 (configuration not stated)
→ 3	3	4	-2	2	1	1	3	1	2
8	CCOc1cccc(-c2nn3c(-c4cccc(C)c4)nnc3s2)c1
→ .	-6	0	-5	-5	4	-4	-14	-3	.
9	CC(=O)Nc1ccccc1NC(=O)c1cc(C)ccc1C
→ 0	1	-5	-2	9	5	0	-10	1	-2
10	COc1ccc(S(=O)(=O)NCC2CCC(C(=O)O)CC2)cc1 (configuration not stated)
→ 6	2	3	-3	-2	-4	-10	-2	3	5
11	Nc1nc(-c2ccccc2)ns1
→ 13	-3	2	-2	-3	0	5	-14	2	11
12	O=C(CCC(=O)OCc1ccc(Cl)cc1)Nc1cccc([N+](=O)[O-])c1
→ 17	0	-2	3	10	5	-6	9	7	6
13	C=CCn1c(SCc2c(C)noc2C)nc2sc(C)c(C)c2c1=O
→ 1	-5	2	-1	-5	4	4	2	-1	-6
14	CN(C)c1ccc(N=Nc2ccccc2C(=O)OCC(=O)N(C)C2CCCCC2)cc1
→ 11	-2	-4	2	2	5	6	9	2	4
15	O=C(COC(=O)CCC(=O)c1cccs1)Nc1cc(S(=O)(=O)N2CCOCC2)ccc1Cl
→ -10	5	-4	-2	9	-3	10	-5	0	-9
16	COc1cccc(/C=C2\CC3(OC(C)=O)CCCN2C3)c1 (configuration not stated)
→ .	-6	5	4	6	0	5	4	-1	.
17	CCCCOc1ccc(C(=O)NCC(=O)NCCCn2nc(C)cc2C)cc1
→ -13	2	-3	-2	-2	-8	3	-4	0	-11
18	CC1CN(S(=O)(=O)c2cc(C(=O)N(CCc3ccccc3)Cc3ccccc3)ccc2Cl)CC(C)O1 (configuration not stated)
→ -14	-4	6	3	-3	-2	-3	7	3	-5
19	O=C1C=C(c2cccc(CO)c2)C[C@@H](c2ccc3c(c2)OCO3)C1
→ 0	-5	2	4	-7	6	-5	5	4	3
20	COc1ccc(NC(C)=O)cc1S(=O)(=O)Nc1ccccc1C(=O)NCCc1ccccc1
→ 8	-5	-2	-15	-12	-17	3	-20	-9	-3

# Given with one line to a screen: 10 of the compounds above.
1. O=C(CCCOc1ccc(Cl)cc1)NCCc1ccccc1
2. CC(=O)c1cccc(NC(=O)N2CCCC2C(=O)NCc2ccc(F)cc2)c1 (configuration not stated)
3. CCOC(=O)c1ccc(NC(=O)CN2C(=O)NC3(CCC(C)CC3)C2=O)cc1 (configuration not stated)
4. COCCNC(=O)C(c1cccs1)N(C(=O)Cn1nnc2ccccc21)c1cccc(C)c1 (configuration not stated)
5. CCc1c(C)sc(NC(=O)CCc2ccc(OC)cc2)c1C(N)=O
6. COc1ccc(NC(=O)CC(c2ccc(F)cc2)c2ccc(OC)cc2)cc1 (configuration not stated)
7. CCOC(=O)C1CCCN(C(=O)c2ccc3c(=O)n(CCOC)c(=S)[nH]c3c2)C1 (configuration not stated)
8. CCOc1cccc(-c2nn3c(-c4cccc(C)c4)nnc3s2)c1
9. CC(=O)Nc1ccccc1NC(=O)c1cc(C)ccc1C
10. COc1ccc(S(=O)(=O)NCC2CCC(C(=O)O)CC2)cc1 (configuration not stated)
Screen / compound no.,1,2,3,4,5,6,7,8,9,10
ASAP1 inh,5,13,4,6,-1,-1,3,.,0,6
Tn6 DDE FP,-2,5,2,4,-7,6,3,-6,1,2
Tn7 DDE FP,2,5,-7,2,2,-7,4,0,-5,3
ADAM17 inh,-4,-3,4,-4,3,1,-2,-5,-2,-3
SIAE primary,-8,-2,-6,-7,-7,-1,2,-5,9,-2
PLCb3 inh,-8,-1,3,-2,-6,3,1,4,5,-4
TDP2 absorb,3,11,-6,-13,5,9,1,-4,0,-10
ADAM10 inh,-2,5,7,-2,8,-1,3,-14,-10,-2
PLCg1 inh,0,-1,4,-2,-1,1,1,-3,1,3
ARFGAP1 inh,2,3,0,1,-1,-9,2,.,-2,5

# (list continues)
# Second line of a record – ASAP1 inh	Tn6 DDE FP	Tn7 DDE FP	ADAM17 inh	SIAE primary	PLCb3 inh	TDP2 absorb	ADAM10 inh	PLCg1 inh	ARFGAP1 inh
21	COc1cc(CNCCO)cc(Br)c1OCc1ccccc1Cl
→ 9	8	1	-1	-3	0	-10	2	0	-6
22	CCCOc1ccc(C(=O)C(CN2CCCC2)c2ccccc2)cc1 (configuration not stated)
→ 7	8	-2	2	-1	3	0	1	-2	7
23	COc1cccc(-n2c(SCC(=O)NCc3ccco3)nnc2-c2c[nH]c3ccccc23)c1
→ 9	-6	2	-1	1	-3	-1	-17	5	5
24	Cc1ccc(CNC(=O)c2ccc(N3CCC4(CC3)CC(c3cccc(Br)c3)=NO4)c(NC(=O)c3cccc(C)c3)c2)cc1
→ -12	-3	0	3	-12	-1	-12	-7	-2	0
25	Cc1ccc(CSc2ncnc3onc(C)c23)cc1
→ 3	-3	9	-1	3	-11	8	3	3	-2
26	COc1ccc(CN2CC(=O)N(c3cc(Cl)ccc3C)C2=S)cc1OC
→ 11	2	-4	5	1	-1	-25	12	9	10
27	Cc1cc(C)cc(-n2c3nc4ccccc4nc3c3c(=O)n(Cc4ccco4)cnc32)c1
→ 1	-3	5	-47	-11	-217	-7	-140	-186	6
28	CC[C@@H]1C(c2ccccc2)=NN(c2ccc(Br)cc2)[C@H]1C(=O)N1CCOC1=O
→ 7	3	-6	-67	1	-282	-7	-249	-208	12
29	COc1ccc(Cl)cc1NC(=O)CSc1ncnc2c1oc1ccccc12
→ 4	1	0	0	-4	2	2	-5	-2	-6
30	CNc1nc(-c2c(C)n(C)c3ccc(OC)cc23)cs1
→ 11	1	-7	0	-4	-38	14	-1	-28	8
31	Cc1nc2cc(NS(=O)(=O)c3cccc4cccnc34)ccc2s1
→ 3	11	3	0	-1	-1	10	-7	2	8
32	COc1ccc(N2C(=O)/C(=C/c3cccnc3)NC2=S)cc1
→ -9	-3	-1	0	5	5	-1	-2	3	4
33	CN(c1cccc(NC(=O)CN(c2cccc(Cl)c2)S(=O)(=O)c2ccccc2)c1)S(C)(=O)=O
→ 15	11	3	4	-12	0	-1	10	-3	12
34	O=C(NCCO)/C(=C/c1ccc2c(c1)OCO2)NC(=O)c1ccc(Br)cc1
→ -11	-3	3	0	-1	-1	7	6	-4	6
35	N/C(Cc1cccs1)=N\OC(=O)COc1ccc(Br)cc1Cl
→ 4	10	-6	9	1	-2	-9	9	2	9
36	NS(=O)(=O)c1ccc(N=Nc2c(O)ccc3ccccc23)cc1
→ -7	1	0	1	13	-5	-1	8	2	-6
37	Cc1ccc(C2CC(c3cccc(Cl)c3)n3nc(N)nc3N2)cc1 (configuration not stated)
→ -11	-1	1	-53	0	-121	-19	-211	-121	-8
38	O=C(CN1CCCC1)Nc1ccccc1Sc1ccccc1
→ 6	6	0	2	-5	-1	-2	-2	1	-6
39	COC(=O)C1CN(Cc2ccc(Cl)cc2)CCS(=O)(=O)N1Cc1cn(Cc2ccccc2)nn1 (configuration not stated)
→ .	-8	-3	-3	2	0	2	-7	1	.
40	Cc1cc(C)c(C2C(C#N)=C(N)Oc3n[nH]c(C)c32)cc1CN1CCCC1 (configuration not stated)
→ -1	4	-3	1	6	2	-6	5	0	-16

# Remaining list, next part
# Second line of a record – ASAP1 inh	Tn6 DDE FP	Tn7 DDE FP	ADAM17 inh	SIAE primary	PLCb3 inh	TDP2 absorb	ADAM10 inh	PLCg1 inh	ARFGAP1 inh
41	N#C/C(C(N)=O)=c1/ccc2c(c1)N1C3=C(CCCC3)CC3CCCCC31N=2 (configuration not stated)
→ 6	-3	-1	0	6	1	-11	0	-2	6
42	CC(=O)c1cccc(NC(=O)CCCSc2ccccc2)c1
→ -4	6	-5	4	0	-7	-2	-6	4	3
43	CC(C)NS(=O)(=O)c1ccc(NC(=O)C(C)OC(=O)CCC2CCCCC2)cc1 (configuration not stated)
→ 0	-2	-4	4	-1	5	11	14	0	-1
44	O=C(NNC(=O)c1cccs1)c1ccc2ccccc2c1
→ 4	-8	4	-2	7	0	1	1	0	3
45	COc1cc(CN2CCC(Oc3cc(C(=O)NC4CC4)ccc3OC)CC2)cc(OC)c1
→ -17	1	-1	-3	-2	-5	11	-2	-2	1
46	O=C(NCC1CCOCC1)C1Cc2c(-c3ccccc3Oc3ccccc3)ccnc2O1 (configuration not stated)
→ -2	-6	1	6	5	0	0	-11	2	-6
47	COc1ccc(C(=O)NCC[N+](C)(C)C)cc1
→ -2	3	-2	0	9	1	1	4	7	-2
48	CCn1c2ccccc2c2cc(NC(=O)COc3ccccc3OC)ccc21
→ 4	-4	1	5	2	2	2	12	-1	4
